GoLoco inh red: inhibitors of human Gai1-RGS12 GoLoco interaction (red fluorophore). P63096. Gai1:RGS12 GoLoco peptide FP, rhodamine, 10 min. Potency, µM (top dose mostly 61.6 µM), for inactives: at the highest dose activity, negative = inhibition, usual class: inhibitors. 0.44% of 230,000 active. AID 880; active means well fitted inhibition curve with a large enough effect, not every such curve was filed as active; inactive means no such curve, though single readings can be large or run the other way; further: on the % scale 0 is the no-effect control and ±100 the full control effect; nearly all actives have a fitted effect of over 30% in size; many of its hits are not listed in these tables
Target sequence (P63096 whole entry, looked up): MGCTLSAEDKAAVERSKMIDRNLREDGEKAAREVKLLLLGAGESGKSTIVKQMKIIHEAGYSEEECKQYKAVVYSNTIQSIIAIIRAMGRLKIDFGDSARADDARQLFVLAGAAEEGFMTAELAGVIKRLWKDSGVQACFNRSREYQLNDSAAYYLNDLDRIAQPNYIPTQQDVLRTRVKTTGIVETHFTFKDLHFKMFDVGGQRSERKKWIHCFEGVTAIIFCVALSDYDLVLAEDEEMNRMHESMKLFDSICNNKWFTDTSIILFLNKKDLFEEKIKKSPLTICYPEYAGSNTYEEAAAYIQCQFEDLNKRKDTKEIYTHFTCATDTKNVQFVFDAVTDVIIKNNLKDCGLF
Epigenetic reg: regulators of epigenetic silencing causing reporter derepression in mouse cells; AID 1865; 0.2% of 280,000 active; Potency, µM (top dose mostly 53.9 µM), for inactives: at the top dose GFP activation, hits mostly activators; murine LDR cells, GFP reporter derepression, 30 h; further: % of control where 0% means no effect; nearly all actives have a fitted effect of over 60% in size
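Murine LDR cells bearing a silenced CMV-driven GFP reporter were exposed to compound for 30 h at 37 C. After PBS washes, GFP-positive cells (20-120 um objects) counted by laser-scanning microplate cytometry.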
SMN2 splice up: SMN2 splice variant enhancement. HEK293 SMN2-luciferase splicing reporter, luminescence, 30-36 h. 2.8% of 210,000 active. Potency, µM (top dose mostly 46.1 µM), inactives show top-dose activity change, positive = activation, usual class: activators; further: % of control where 0% means no effect; nearly all actives have a fitted effect of over 55% in size
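qHTS luciferase splicing reporter: luminescence rises when SMN2 exon 7 is included in transfected HEK293 cells. Compound exposure lasted 30-36 h at 37C, with 4.5 mM final sodium butyrate as control, followed by a ONE-Glo read.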
IMPase Li cell: cell-permeable IMPase inhibitors with lithium potentiation. AID 1457. 0.35% of 210,000 active. Potency, µM (series often up to 59.4 µM), inactives show at the top dose activity, negative = IMPase inhibition, hits mostly inhibitors. CHO-M1 cells, IP1 TR-FRET (IP-One), carbachol + lithium;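 further: IP1 builds up when IMPase is blocked and the TR-FRET signal falls; plate controls were basal vehicle for no effect and high inhibitor control for full effect; nearly all actives have a fitted effect of over 50% in size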
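Readout is a homogeneous TR-FRET IP1 immunoassay (Ex 320, Em 665 and 620), where raised cytosolic IP1 lowers signal. Cells were CHO-M1 treated 30 min at 37C with test compounds plus a little lithium; AC50 values came from Hill-equation fitting.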
RECQ1 helicase: RECQ1 (human) helicase inhibition. RECQ1 DNA unwinding, red fluorescence kinetic read. Potency, µM (series often up to 57.3 µM), for the others: at the top dose activity, negative = inhibition, hits mostly inhibitors. 0.54% of 240,000 active. AID 2549;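 further: plate controls were vehicle for no effect and no enzyme for full effect; nearly all actives have a fitted effect of over 30% in size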
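RECQ1T1 50 nM; forked duplex (20 bp + 30-nt ss tails) 200 nM, ATP 2 mM final; pH 8.0, 2 mM MgCl2, 2.5 ug/ml poly(dI-dC); 15 min compound preincubation; discontinuous kinetic read over 2 h at RT.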
JMJD2E inh: JMJD2E (human) inhibition; JMJD2E catalytic domain, FDH-coupled NADH fluorescence (FDH is formaldehyde dehydrogenase); B2RXH2; 1.6% of 230,000 active; AID 2147; Potency, µM (top dose mostly 57.1 µM), inactives show at the top dose activity change, negative = inhibition, hits mostly inhibitors; active means well fitted inhibition curve with a large enough effect, not every such curve was filed as active; inconclusive means small, poorly fitted or top-dose-only effect, or another doubt; inactive means no such curve, though single readings can be large or run the other way;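 further: 0% = wells with enzyme and -100% = buffer wells without enzyme; nearly all actives have a fitted effect of over 50% in size; many of its hits are not listed in these tables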
Target sequence (B2RXH2 1-337 limits assumed): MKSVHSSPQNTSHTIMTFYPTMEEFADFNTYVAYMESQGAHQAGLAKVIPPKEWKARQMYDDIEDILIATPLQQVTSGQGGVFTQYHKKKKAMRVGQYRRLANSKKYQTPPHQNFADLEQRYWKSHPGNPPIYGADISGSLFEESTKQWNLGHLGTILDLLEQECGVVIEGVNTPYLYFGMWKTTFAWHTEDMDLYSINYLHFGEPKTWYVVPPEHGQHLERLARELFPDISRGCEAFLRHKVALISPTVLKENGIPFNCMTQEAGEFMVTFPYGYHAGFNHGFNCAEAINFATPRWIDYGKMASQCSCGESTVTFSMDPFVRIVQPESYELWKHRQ
NPSR antagonist: neuropeptide S receptor (human) antagonism, cAMP. CHO-NPSR cells, cAMP TR-FRET, antagonist mode. Potency, µM (series often up to 38.3 µM), inactives show top-dose activity change, negative = inhibition, most hits filed as inhibitors. 1% of 220,000 active. AID 1461; further: on the % scale 0 is the no-effect control and ±100 the full control effect; nearly all actives have a fitted effect of over 50% in size; many of its hits are not listed in these tables
Target sequence (Q6W5P4 whole entry, looked up): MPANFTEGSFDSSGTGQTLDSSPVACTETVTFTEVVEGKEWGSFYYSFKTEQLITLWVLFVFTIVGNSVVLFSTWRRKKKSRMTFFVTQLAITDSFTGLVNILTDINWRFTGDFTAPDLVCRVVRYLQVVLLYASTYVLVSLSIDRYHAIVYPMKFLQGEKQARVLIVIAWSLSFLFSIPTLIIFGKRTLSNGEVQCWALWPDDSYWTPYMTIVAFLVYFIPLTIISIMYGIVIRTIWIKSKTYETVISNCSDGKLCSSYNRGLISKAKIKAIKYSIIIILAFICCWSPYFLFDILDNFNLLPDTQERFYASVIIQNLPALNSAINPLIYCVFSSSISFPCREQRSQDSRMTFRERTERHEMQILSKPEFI
Luc counter: Kinase-Glo luciferase inhibition (counter-screen); Kinase-Glo luciferase, ATP luminescence, 8 min; Potency, µM (series often up to 38.3 µM), for inactives: at the top dose activity change, negative = inhibition, actives largely listed as inhibitors; 0.28% of 200,000 active; AID 1379; further: on the % scale 0 is the no-effect control and ±100 the full control effect; nearly all actives have a fitted effect of over 60% in size
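Recombinant Kinase-Glo luciferase, 10 uM ATP (linear range), luciferin; imidazole pH 7.2 / KCl / MgCl2 / Tween / BSA buffer; 8 min RT; luminescence.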
* = called active by the depositor; i = inactive; ? = inconclusive; / = not tested or not shown; & = joins results of further samples; [ ] = dose if it differs, or a comment. Unless noted, the call rests on the fitted dose curve; in most records, active means well fitted curve in the direction sought with a large enough effect; inconclusive means small, poorly fitted or top-dose-only effect, or another doubt; inactive means no such curve, though single readings can be large; an effect the other way counts as inactive or inconclusive. Potency means the concentration at half of the fitted maximal effect. The list is partial (hit frequency here may not be typical).

SMILES	GoLoco inh red	Epigenetic reg	SMN2 splice up	IMPase Li cell	RECQ1 helicase	JMJD2E inh	NPSR antagonist	Luc counter
CCCOc1ccccc1N1C(=O)CC(N2CCOCC2)C1=O (stereo not given)	-3.0%	7.8%	?	17.1%[38.3 µM]	1.2%	2.7%	4.5%[46.1 µM]	0.8%
CC(CCO)Nc1nc2c(c(=O)n(C)c(=O)n2C)n1Cc1cccc(Br)c1 (stereo not given)	-9.5%	-1.1%	22.5%	18.9%[38.3 µM]	-3.7%	-5.9%	-16.1%[46.1 µM]	3.3%
Cc1c(Cl)c(C(=O)NC2C3CC4CC(C3)CC2C4)nn1C (stereo not given)	11.9%	-1.0%	0.5%	2.5%	-3.2%	-6.6%	-14.9%[46.1 µM]	-0.1%
COc1cc2c(cc1NC(=O)C(C)N1CCN(S(=O)(=O)c3ccccc3[N+](=O)[O-])CC1)oc1ccccc12 (stereo not given)	7.4%	-2.0%	2.1%	19.8%[38.3 µM]	-4.7%	2.4%	-2.6%[46.1 µM]	4.7%
Cc1cc(Cl)ccc1OCCCC(=O)Nc1cccnc1	-9.8%	-4.1%	-21.8%	2.6%[38.3 µM]	i	-5.3%	-12.0%[46.1 µM]	-3.7%
Cc1cccc2sc(N)nc12	-14.2%	/	-1.4%	-18.9%	-3.9%	/	/	/
Cc1cc(C(F)(F)F)cc(NNC(=O)NC(=O)c2ccc(Cl)cc2)n1	1.5%	0.0%	/	/	-7.3%	0.3%	3.0%	/
COc1cc(C2CC(=O)Oc3cc4c(cc32)OCO4)cc(OC)c1OC (stereo not given)	10.3%[88.7 µM]	-1.6%	/	6.5%	-13.1%[81.1 µM]	/	/	3.7%[39.9 µM]
Cc1nc(SCC(=O)Nc2cc(C)on2)c2c3c(sc2n1)CCCC3	63.4%[activator]	0.0%	-11.5%	10µM*	3.3%	-0.7%	?	-4.6%
COc1ccc(CNC(=O)C(OC(=O)c2ccco2)c2ccc(OC)cc2)cc1 (stereo not given)	7.0%	2.3%	-2.4%	8.2%	-2.0%	8.0%	-14.8%[46.1 µM]	0.4%
CNC(=O)C1CCCN1S(=O)(=O)c1ccc(OC)cc1 (stereo not given)	4.6%	-0.9%	1.1%	18.3%[38.3 µM]	-1.1%	-5.3%	-9.5%[46.1 µM]	-4.5%
CCOC(=O)N1CCN(S(=O)(=O)c2cc([N+](=O)[O-])ccc2C)CC1	-1.8%	-0.3%	-3.3%	4.8%	-15.0%	2.8%	9.2%	0.3%
Clc1c(-c2nnc3n2CCC3)sc2ccccc12	-16.1%	0.0%	8.0%	-6.0%[38.3 µM]	-2.4%	7.0%	-11.5%[46.1 µM]	-0.7%
Cc1ccc(C(=O)C2CCN(CC(=O)Nc3ccc4c(c3)OCCO4)CC2)cc1	2.3%	-1.3%	-1.8%	4.5%[38.3 µM]	-8.2%	0.0%	-2.7%[7.67 µM]	-5.1%
CNC(=O)COC(=O)CCC(=O)c1cccs1	4.9%	-0.1%	4.1%	0.7%	i	-6.5%	3.7%	-0.8%
CCOC(=O)/C(C#N)=C(C)/C=C1\Sc2ccccc2N1CC	-2.0%	?	?	10.5%	2.4%	10.6%	12.0%	0.1%
N[C@@]12CCc3nonc3[C@]1(O)CC(c1ccccc1)=[N+]2[O-]	-1.0%	-1.0%	5.6%	7.7%[38.3 µM]	-1.8%	7.9%	1.5%[46.1 µM]	-2.8%
COCC(=O)Nc1ccc(S(=O)(=O)Nc2ccccn2)cc1	6.3%	-2.9%	2.7%	-1.5%	i	?	8.9%	1.2%
CC1(C)C(=O)N(OCc2ccccc2)C(C)(C)C(=O)N1OCc1ccccc1	46.1%[activator]	3.9%	-28.4%	10.9%[38.3 µM]	-7.5%	-1.7%	-12.0%[46.1 µM]	7.0%
Cc1cc(C(F)(F)F)c(C#N)c(=O)[nH]1	-25.7%	0.2%	-10.5%	-13.1%	-0.6%	?	10.5%[46.1 µM]	-2.2%
O=C(CSc1nnc(C2CC2)n1Cc1ccccc1)N1CCN(S(=O)(=O)c2ccccc2)CC1	-18.5%	-0.9%	-9.3%	4.8%[38.3 µM]	i	2.3%	-23.5%[46.1 µM]	-1.6%
COc1ccc(CNC(C)(C)C)cc1Cl	-0.3%	1.0%	-3.8%	15.4%[38.3 µM]	-3.4%	12.3%	-0.4%[46.1 µM]	0.3%
CCCCOC(=O)Nc1ccccc1C(=O)OC	-3.5%	-1.4%	?	-10.5%[38.3 µM]	8.7%	-6.0%	-0.5%[46.1 µM]	-3.2%
Cc1c(Cl)cccc1N1C(=O)C(N2C(=O)c3cccc([N+](=O)[O-])c3C2=O)C1c1cccs1 (stereo not given)	3.8%	-3.3%	?	19.8%[38.3 µM]	-0.5%	5.0%	?	-2.6%
COC(=O)c1c(NC(=S)Nc2ccc(CC(=O)O)cc2)sc(C)c1C	46.6%[activator]	2.1%	-3.2%	?	-0.8%	3.2%	-21.1%	-0.2%
COc1ccc2c(c1)C(NC(C)=O)C(=O)N2CCc1ccccc1 (stereo not given)	10.9%	1.1%	/	6.7%	13.3%	-29.0%	-7.7%	-0.5%
C1CN(c2nc3nonc3nc2N2CCSCC2)CCO1	-0.1%	-1.1%	/	/	i	3.2%	15.0%	/
CC1(C)OC(=O)C2(Cc3ccccc3N3CCCCC32)C(=O)O1 (stereo not given)	-3.3%	-0.2%	-24.0%	-13.4%[38.3 µM]	9.1%	-0.9%	1.8%[46.1 µM]	-4.2%
O/N=C(\c1ccc(Cl)cc1Cl)c1ncc(C(F)(F)F)cc1Cl	12.3%	-2.5%	-33.0%	27.5%[38.3 µM]	-11.2%	-5.8%	?	5.6%
COc1ccc(CC(NC(C)=O)C(=O)NC2CCN(C(=O)C3CC3)CC2)cc1OC (stereo not given)	11.3%	0.0%	7.2%	-4.5%	19.8%	8.3%	10.6%	-1.8%
CCOC(=O)N1CCN(C(=O)c2ccc3c(=O)n(-c4ccc(OC)cc4OC)c(=S)[nH]c3c2)CC1	7.8%	-1.3%	-4.6%	-3.0%[38.3 µM]	-3.8%	1.1%	7.6%[46.1 µM]	-1.2%
Cc1nnc2ccc(N3CCN(c4ccccn4)CC3)nn12	-0.1%	-4.1%	-3.9%	-2.4%[38.3 µM]	-3.5%	-6.8%	1.3%[46.1 µM]	-2.0%
O=C(Cn1cc(C(=O)c2ccco2)c2ccccc21)Nc1ccccc1	-1.3%	4.8%&11.6%	?	40.2%[38.3 µM]	-12.9%	?	-21.0%[46.1 µM]	-3.7%
Cc1oc(/N=C/c2ccc(O)cc2O)c(C#N)c1C	14.2%	1.1%	-8.3%	0.9%	-3.7%	?	-2.6%	-5.0%
COC(=O)c1cc(COc2ccc3ccc(=O)oc3c2)c(C)o1	10.4%	-2.2%	/	24.7%[38.3 µM]	-3.8%	?	-16.8%[46.1 µM]	-1.2%
CCOCCCNC(=O)CSc1nc2nc(C)c(Cc3ccccc3)c(C)n2n1	-3.6%	-4.1%	4.7%	?	3.1%	-16.6%	-1.0%	0.5%
CC(C)NC(=O)NNC(=O)c1cc(COc2cc(Cl)cc(Cl)c2)on1	4.6%	0.0%	/	/	15.2%	1.0%	2.9%	/
O=C(O)C1CCCCC1C(=O)NCc1ccc2c(c1)OCO2 (stereo not given)	9.5%	-0.7%	/	-2.2%	i	4.5%	-12.6%	4.3%
COc1ccc(/C=N/N=C2/NC(=O)C(CC(=O)O)S2)cc1OCc1ccc(Cl)cc1Cl (stereo not given)	16.1%	-1.0%	7.0%	-3.1%	0.9%	-8.0%	6.4%	1.6%
Clc1cccc(Cl)c1CNc1ccc(N2CCCC2)cc1	1.3%	0.3%	-23.9%	28.8%	i	12.6µM*	-28.5%	-3.7%
COc1ccc(N/C=C\C(=O)c2ccc3c(c2)OCO3)cc1OC	1.5%	0.0%	20.6%	0.6%	0.0%	-15.8%	1.9%	-3.7%
Cc1ccc(-c2nn(-c3ccccc3)cc2/C=N/n2c(-c3ccncc3)n[nH]c2=S)cc1	5.0%	1.0%	/	/	-6.2%	-0.3%	-32.1%	/
Cc1ccc(C)n1-c1ccc(N2CCOCC2)c([N+](=O)[O-])c1	-6.2%	?	/	/	-4.5%	?	-32.7%	/
CCN(CC)c1ccc(NC(=O)COc2ccccc2C)cc1S(=O)(=O)Nc1ccccc1OC	-0.7%	-1.1%	?	-1.1%	-11.7%	-15.0%	-13.0%	0.9%
COc1ccc(Nc2ncc3c(n2)CC(c2ccccc2)CC3=O)cc1 (stereo not given)	3.6%	0.5%	-11.2%	7.4%[38.3 µM]	-7.3%	-9.8%	-12.8%[7.67 µM]	1.5%
NC(=O)CSc1nc2sc3c(c2c2ncnn12)CCCC3	12.4%	-1.3%	-15.4%	-3.5%[38.3 µM]	-1.7%	-3.3%	19.2%[46.1 µM]	-3.2%
Cc1ccc2[nH]c(=O)c(CN(Cc3nnnn3C3CCCC3)C3CCCCC3)cc2c1	-5.1%	-2.5%	-9.4%	-14.7%[38.3 µM]	14.1%	?	-8.4%[46.1 µM]	-6.1%
O=[N+]([O-])c1ccc(N2CCNCC2)cc1NCc1cccnc1	17.2%	-1.3%	1.6%	-0.3%	-16.5%	-3.4%	-16.2%	-4.7%

A second format for part of the listing above.
Values run as follows: GoLoco inh red	Epigenetic reg	SMN2 splice up	IMPase Li cell	RECQ1 helicase	JMJD2E inh	NPSR antagonist	Luc counter
O=C(O)C1CCCCC1C(=O)NCc1ccc2c(c1)OCO2 (stereo not given)
  9.5%	-0.7%	/	-2.2%	i	4.5%	-12.6%	4.3%
Cc1nc(SCC(=O)Nc2cc(C)on2)c2c3c(sc2n1)CCCC3
  63.4%[activator]	0.0%	-11.5%	10µM*	3.3%	-0.7%	?	-4.6%
CCCOc1ccccc1N1C(=O)CC(N2CCOCC2)C1=O (stereo not given)
  -3.0%	7.8%	?	17.1%[38.3 µM]	1.2%	2.7%	4.5%[46.1 µM]	0.8%
COC(=O)c1c(NC(=S)Nc2ccc(CC(=O)O)cc2)sc(C)c1C
  46.6%[activator]	2.1%	-3.2%	?	-0.8%	3.2%	-21.1%	-0.2%
